# Screening results from PubChem BioAssay.
# KCNQ2 inh = KCNQ2 potassium channel inhibitors, primary screen, cell-based, CHO-K1, FluxOR thallium flux, B-score (AID 2156); O88943; 20 min; active compounds read low; B-score at 10 µM; actives 1.1% (n = 310,000);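 active = fluorescence ratio B-score at most minus 3 library SDs, with starting brightness B-score within 2 library SDs, cut at about -5.5 in these data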
# Target sequence (O88943 whole entry, looked up): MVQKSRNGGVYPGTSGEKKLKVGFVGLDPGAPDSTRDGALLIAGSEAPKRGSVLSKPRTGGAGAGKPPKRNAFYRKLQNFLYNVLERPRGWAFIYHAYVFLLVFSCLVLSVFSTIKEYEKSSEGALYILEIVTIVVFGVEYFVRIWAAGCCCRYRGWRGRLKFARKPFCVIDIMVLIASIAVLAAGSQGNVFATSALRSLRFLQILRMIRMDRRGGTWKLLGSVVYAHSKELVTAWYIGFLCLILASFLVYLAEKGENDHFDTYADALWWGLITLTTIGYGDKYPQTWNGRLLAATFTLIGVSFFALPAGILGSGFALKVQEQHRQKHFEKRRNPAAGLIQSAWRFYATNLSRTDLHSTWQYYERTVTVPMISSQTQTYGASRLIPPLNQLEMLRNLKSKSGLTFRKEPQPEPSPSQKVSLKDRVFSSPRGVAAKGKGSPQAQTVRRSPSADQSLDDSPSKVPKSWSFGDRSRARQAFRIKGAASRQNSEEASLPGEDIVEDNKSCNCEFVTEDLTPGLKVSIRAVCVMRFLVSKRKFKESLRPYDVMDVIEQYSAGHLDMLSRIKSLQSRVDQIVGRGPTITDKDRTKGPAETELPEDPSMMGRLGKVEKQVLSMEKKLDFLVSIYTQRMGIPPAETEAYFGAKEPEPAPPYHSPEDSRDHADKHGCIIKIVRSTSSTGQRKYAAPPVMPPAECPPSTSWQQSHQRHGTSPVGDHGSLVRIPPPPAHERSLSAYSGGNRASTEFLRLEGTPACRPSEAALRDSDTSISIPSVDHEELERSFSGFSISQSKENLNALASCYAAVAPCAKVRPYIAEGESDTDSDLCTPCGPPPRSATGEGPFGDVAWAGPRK
# CHT block = human CHT choline transport inhibition; Q9GZV3; CHT-expressing cells, membrane potential dye, choline response; active compounds read low; B-score at 10 µM; actives 0.86% (n = 310,000); AID 488975;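 active = B-score over 3 SD under the library average, and starting fluorescence ratio not unusually high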;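 note: choline stimulus applied at its EC90 after an EC20 pre-addition; B-score computed on integrated fluorescence ratio after choline addition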
# Active calls of the source: *; i = inactive; / = no result given.
KCNQ2 inh | CHT block | molecule
i | i | O=C1c2ccccc2C(=O)N1CCCn1c(=O)oc2ccccc21
i | i | CCSc1nnc(NC(=O)C2CCCCC2C(=O)OCC(F)(F)C(F)F)s1 (configuration not stated)
i | i | COC(=O)CSc1nc(N2CCOCC2)c2c(c1C#N)CC(C)(C)OC2
i | i | COC(=O)c1ccccc1NC(=O)CSc1nnc(C(CO)NC(=O)c2ccccc2)n1C (configuration not stated)
i | i | Cc1nn(C)c(C)c1NC(=O)C12CC3CC(CC(C3)C1)C2
i | i | CCCS(=O)(=O)n1nc(-c2ccc(OC)cc2)cc1N
i | i | Cc1ccc(S(=O)(=O)N(C)CC(=O)O/N=C(\N)c2cccc([N+](=O)[O-])c2)cc1
i | i | CCOc1ccccc1-n1nnnc1SCC(=O)O
i | i | O=C1OC(Nc2ccc3ncccc3c2)c2ccccc21 (configuration not stated)
i | i | O=C(/C=C/c1ccccc1)NC(=S)NNS(=O)(=O)c1ccccc1
i | i | COc1ccc(F)cc1S(=O)(=O)NC1CCCC1
i | i | CCn1ncc(NC(=S)Nc2ccc3c(c2)OCO3)c1C(N)=O
i | i | Cc1ccc(-c2cc(C(F)(F)F)n3ncc(C(=O)N4CCN(C)CC4)c3n2)cc1
i | i | Cc1cc(-c2ccco2)n2c(nc3ccccc32)c1C#N
i | i | COc1ccc(-c2noc(-c3ccc4c(c3)OCO4)n2)cc1
i | i | Cc1nn(CC(=O)N2CCN(C34CC5CC(CC(C5)C3)C4)CC2)c(C)c1[N+](=O)[O-]
i | i | CCO[C@H]1OC(C(=O)NCc2ccccc2)=C[C@@H](c2ccccc2)[C@@H]1CCCO
i | i | O=C(COC(=O)COc1ccccc1)NCCc1ccccc1
i | i | Cc1cc(C(=O)Nc2ccncc2)ccc1[N+](=O)[O-]
i | -5.91* | CCN(CC)c1ccc(C2C3CCCCC3(O)CCN2CC(=O)N2CCCCC2)cc1 (configuration not stated)
i | i | CCOc1ccc(CN2CCCC(CNC(=O)c3ccc(F)cc3)C2)cc1CO (configuration not stated)
i | / | Cc1ccc(OCC(=O)NCCCNC(=O)COc2ccc(C)cc2)cc1
i | i | COc1ccc(/C=N/Nc2nonc2N)cc1OC
i | i | O=C(CCCN1C(=O)c2ccccc2C1=O)Nc1ccc(S(=O)(=O)N2CCCCC2)cc1
i | i | Cc1cccc(CCNC(=O)Cc2ccc(NC3=NC4CS(=O)(=O)CC4S3)cc2)c1 (configuration not stated)
i | i | COc1ccc(S(=O)(=O)N2CCOCC2)c(C)c1C
i | i | Cc1ccc(C)n1-c1nnc(N2CCC(C(=O)N3CCN(C)CC3)CC2)s1
i | i | CCCOC(=O)C1=C(C)OC23OC(N)=C(C#N)C12C(=O)c1ccccc13 (configuration not stated)
i | i | CCOc1ccc(C)cc1S(=O)(=O)N1CCCCC1
i | i | CCOc1cccc(C2c3c(oc4ccccc4c3=O)C(=O)N2c2ccccn2)c1 (configuration not stated)

# Part of the list above, with two lines to a compound.
# Values run as follows: KCNQ2 inh | CHT block
- O=C(CCCN1C(=O)c2ccccc2C1=O)Nc1ccc(S(=O)(=O)N2CCCCC2)cc1
  i | i
- Cc1cccc(CCNC(=O)Cc2ccc(NC3=NC4CS(=O)(=O)CC4S3)cc2)c1 (configuration not stated)
  i | i

# The listing picks up with the three entries that preceded the break.
KCNQ2 inh | CHT block | molecule
i | i | CCCOC(=O)C1=C(C)OC23OC(N)=C(C#N)C12C(=O)c1ccccc13 (configuration not stated)
i | i | CCOc1ccc(C)cc1S(=O)(=O)N1CCCCC1
i | i | CCOc1cccc(C2c3c(oc4ccccc4c3=O)C(=O)N2c2ccccn2)c1 (configuration not stated)
i | i | CCC1CCCCN1CCCNC(=O)c1ccc2c(=O)n(CCOC)c(=O)[nH]c2c1 (configuration not stated)
i | i | Cc1ccccc1-n1c(C)c(C#N)c(=O)c(-[n+]2ccccc2)c1[S-]
i | i | NC(=O)c1cccnc1Sc1ccc(Cl)cc1
i | i | O=C(CSc1nnc(SCc2ccccc2)s1)N/N=C/c1ccc(Cl)cc1Cl
i | i | O=C(Nc1ccc(-c2csc(Nc3ccccc3)n2)cc1)c1cc([N+](=O)[O-])cc(C(F)(F)F)c1
i | i | CC1CN(C)C(C)c2c1oc1ccc([N+](=O)[O-])cc21 (configuration not stated)
i | i | CCc1c(C)nc(SCC(=O)N2CCCCC2CC)[nH]c1=O (configuration not stated)
i | i | COc1ccccc1NC(=S)N(CCc1c(C)[nH]c2ccccc12)Cc1cccs1
i | i | Cn1c(Cc2ccccc2)nnc1SCC(=O)Nc1ccc2c(c1)OCCO2
i | i | NS(=O)(=O)c1ccc(CCNC(=O)c2ccc3c(c2)N(Cc2ccccc2)CCS3)cc1
i | i | O=C(NCCc1c[nH]c2ccccc12)C1CCN(S(=O)(=O)c2ccccc2)CC1
i | i | Cc1ccc(Cn2nc(C)cc2C(=O)Nc2ccccc2Cl)cc1
i | i | O=S(=O)(Nc1ccc(Cc2ccncc2)cc1)N1CCCC1
i | i | CC1CCN(CCCCOc2ccc(Cl)cc2)CC1
i | i | Cn1ncc([N+](=O)[O-])c1C(=O)Nc1ccc(C2CCCCC2)cc1
i | i | O=C(NNC(=O)c1ccccc1Br)c1ccc(Cl)cc1
i | i | O=C(c1ccc(CSCc2ccccc2F)o1)N1CCN(c2ccc(N3CCOCC3)nn2)CC1
i | i | CCOC(=O)CSC1=C(C#N)C(c2ccc3c(c2)OCO3)CC(=O)N1 (configuration not stated)
i | i | COc1ccc2c(CC(=O)N3CCc4cc(OC)c(OC)cc4C3)coc2c1
i | i | Cn1ccnc1SCc1nc2c(cnn2-c2ccccc2)c(=O)[nH]1
i | i | CC(C)CC(OC(=O)c1cccs1)C(=O)NCc1ccco1 (configuration not stated)
i | i | COC(=O)[C@@]12CCCN1[C@H](c1ccc(-c3ccc(F)cc3)cc1)[C@H]1C(=O)N(C)C(=O)[C@H]12
i | i | Cc1ccc(-c2csc(C3=C(O)CN(NC(=O)c4ccco4)C3=N)n2)cc1
i | i | CC(=O)c1ccc(C(=O)N2CCCC(C(=O)c3ccc(Cl)cc3)C2)s1 (configuration not stated)
i | i | COC(=O)Nc1ccc(S(=O)(=O)N2c3ccccc3CCC2C)cc1 (configuration not stated)
i | i | COc1ccc(C(=O)NC(=S)Nc2ccc3oc(=O)ccc3c2)cc1[N+](=O)[O-]
i | i | CCOC(=O)c1sc2nc(CSc3ccccc3)nc(N3CCCN(C)CC3)c2c1C
i | i | Cc1ccc(NC(=O)c2cc3ccccc3cc2O)cc1
i | i | C=CCc1cccc2cc(C(=O)Nc3ccc(F)cc3)c(=O)oc12
i | i | COc1ccccc1N1CCN(Cc2nc(N)nc(Nc3ccc(C)c(Cl)c3)n2)CC1

# Profiles, quoted from the list:
# NS(=O)(=O)c1ccc(CCNC(=O)c2ccc3c(c2)N(Cc2ccccc2)CCS3)cc1 is listed as KCNQ2 inh = i; CHT block = i
# O=C(NNC(=O)c1ccccc1Br)c1ccc(Cl)cc1 is listed as KCNQ2 inh = i; CHT block = i
# Cc1ccc(-c2csc(C3=C(O)CN(NC(=O)c4ccco4)C3=N)n2)cc1 is listed as KCNQ2 inh = i; CHT block = i

# Back to the main list with the 4 entries that preceded the break.
KCNQ2 inh | CHT block | molecule
i | i | CCOC(=O)c1sc2nc(CSc3ccccc3)nc(N3CCCN(C)CC3)c2c1C
i | i | Cc1ccc(NC(=O)c2cc3ccccc3cc2O)cc1
i | i | C=CCc1cccc2cc(C(=O)Nc3ccc(F)cc3)c(=O)oc12
i | i | COc1ccccc1N1CCN(Cc2nc(N)nc(Nc3ccc(C)c(Cl)c3)n2)CC1
i | i | CCOC(CNC(=O)c1cccc([N+](=O)[O-])c1)OCC
i | i | COc1ccc(N=Nc2cc(C)ccc2O)cc1
i | i | CCCC(=O)Nc1c(-c2cccc(C)c2)c(=O)c2ccccc2n1C
i | / | O=S(=O)(c1ccc(F)cc1)c1nc(-c2ccc(F)cc2)oc1NCCN1CCOCC1
i | i | O=C(CCCc1nc(-c2ccc(Cl)cc2)no1)NC1CCCC1
i | -5.83* | O=C(CSc1nnc(-c2ccncc2)n1Cc1ccco1)c1ccc(Cl)cc1
i | i | O=C(NCC(=O)N1CCN(c2ccccc2F)CC1)c1ccc(Br)o1
i | i | Cc1[nH]nc(NCCO)c1[N+](=O)[O-]
i | i | Cc1ccc(NC(=O)CNc2ccccc2CN(C)C2CCCCC2)cc1
i | i | COc1ccccc1-c1nc(C#N)c(N2CCN(c3cccc(Cl)c3)CC2)o1
i | i | Cc1cccc(Cn2cnc3c(nnn3Cc3ccc(F)cc3)c2=O)c1
i | i | CC(C)Cn1c(-c2ccncc2)n[nH]c1=S
i | -8.68* | Cc1onc(-c2c(F)cccc2Cl)c1C(=O)Nc1nnc(C(F)(F)F)s1
i | i | CN(Cc1ccccc1)C(=O)CCC1CCN(S(=O)(=O)N(C)C)CC1
i | i | O=C(NC(=S)NCCC1=CCCCC1)c1ccco1
i | i | N#Cc1c(C(F)(F)F)cc(-c2ccc(F)cc2)nc1SCC(=O)O
i | i | CC1=CC(C)(C)N2C(=O)C3(C(C#N)=C(N)OC4=C3C(=O)CCC4)c3c(C)c(C)cc1c32 (configuration not stated)
i | i | CC(=O)c1cccc(Nc2cc(C)nc3c(C)cc(C)cc23)c1
i | i | CCCCNS(=O)(=O)c1ccc2nc(-c3cccnc3)cc(C(=O)NCC(OC)OC)c2c1
i | i | COc1cccc(/C=C2\SC(=S)N(CCCC(=O)N(CCO)c3ccccc3)C2=O)c1
i | i | O=C(CCNS(=O)(=O)c1ccc2c(c1)CCC(=O)N2)Nc1ccc(F)c(F)c1
i | i | COc1ccccc1C(=O)NC1CC(C)(C)NC(C)(C)C1
i | i | CCOc1ccc(C2c3[nH]c4ccccc4c3CCN2C(=O)Cn2cncn2)cc1 (configuration not stated)
i | i | Cc1ccc(NC(=O)CC2S/C(=N/c3nccs3)N(C)C2=O)c(C)c1 (configuration not stated)
i | i | COc1ccc(CNC(=O)CSc2nc(-c3ccccc3)cc(-c3cccs3)c2C#N)cc1
i | i | COc1ccccc1N1CCN(C2CCCN(S(=O)(=O)c3cccc(Cl)c3)C2)CC1 (configuration not stated)
i | i | Cc1cccc(N2CCN(C(=O)c3c(-c4ccccc4)noc3C)CC2)c1C
i | i | COc1ccccc1N(C(=O)c1ccncc1)c1nc(-c2ccc([N+](=O)[O-])cc2)cs1
i | i | Cc1ccc2nc(-c3ccc(NC(=O)c4ccco4)cc3)[nH]c2c1
i | i | O=C(NC1CCCc2ccccc21)C12CC3CC(CC(O)(C3)C1)C2 (configuration not stated)
i | i | CCOc1ccc(NC(=O)C2CCN(S(=O)(=O)c3c(C)noc3C)CC2)cc1
i | i | CC(C)NC(=O)c1ccccc1NC(=O)C1CC(=O)N(C(C)C)C1 (configuration not stated)
-7.33* | i | CC1CCN(C(=O)CSc2nc3ccccc3c(=O)n2Cc2ccc3c(c2)OCO3)CC1
i | i | Cc1cc(C)c2c(N)c(C(=O)Nc3cccc(C)c3C)sc2n1
i | i | CC(C)NC(=S)N/N=C/c1ccccc1[N+](=O)[O-]
i | i | CCN(CC)CCN1C(=O)C(=O)/C(=C(/O)c2ccc(S(=O)(=O)N3CCOCC3)cc2)C1c1ccc(C)cc1 (configuration not stated)
i | i | O=c1[nH]ncc2c3ccccc3n(Cc3ccccc3)c12
i | i | O=C(N/N=C/c1ccccc1C(=O)O)C(=O)N1CCCCC1
i | i | COc1ccc(OC)c(Nc2nc(-c3sc(N)nc3C)cs2)c1
i | i | CCCCOC(=O)c1ccc(N/C(=N\S(=O)(=O)c2ccccc2)c2ccccc2)cc1
i | i | CCOC(=O)c1c(C)[nH]c(C(=O)COC(=O)c2ccccn2)c1C
i | i | CCOc1ccc(-n2ccc(=O)c(C(=O)O)n2)cc1
i | i | COc1ccc(CNC(=O)CCCn2nc(C)c([N+](=O)[O-])c2C)cc1
i | i | C/C(=N\NC(=O)c1cccc(S(=O)(=O)N2CCCC2)c1)c1ccccc1F
i | i | COc1ccc(-c2csc(Nc3ccc(S(N)(=O)=O)cc3)n2)cc1OC
i | i | CCC(=O)Nc1ccc(NC(=S)NC(=O)/C=C/c2ccco2)cc1
i | i | O=[N+]([O-])c1cc([N+](=O)[O-])c(Oc2cncc(Cl)c2)cc1NN1CCCCC1
i | i | Cn1c(C(=O)N2CCCC(C(=O)NCCCc3ccccc3)C2)cc2sccc21 (configuration not stated)
i | i | CCCN(Cc1ccccc1)C(=O)Nc1ccc2c(c1)nnn2C
i | i | CCOc1ccccc1-n1c(SCC(=O)N2CCCC2)nnc1-c1ccc(O)cc1
i | i | O=C(CCN1CCOCC1)Nc1ccc2c(c1)N(C(=O)CN1CCOCC1)c1ccccc1CC2
-14.2* | i | O=C(c1cccs1)c1no[n+]([O-])c1C(=O)c1cccs1
i | i | CC(C)(C)C(=O)Nc1ccccc1C(=O)Nc1ccccn1
i | i | COc1ccc(OC)c(C(=O)c2ccc(C(=O)Nc3ccc(NC(C)=O)cc3)cc2)c1
i | i | Cc1[nH]n(-c2ccc(F)cc2)c(=O)c1/C=N/c1sc2c(c1C#N)CCCC2
i | i | c1ccc(Cc2nn3c(C4COc5ccccc5O4)nnc3s2)cc1 (configuration not stated)
i | i | CCn1c(Cc2ccccc2)nnc1SCC(=O)Nc1ccc(N)cc1
-11.7* | i | O=C(CSc1nc2ccccc2c(=O)n1NC(=O)c1ccccc1)c1ccccc1
-7.63* | i | Nc1ccccc1SC(C[N+](=O)[O-])c1ccccc1 (configuration not stated)
i | i | Cc1nc2cc(NS(=O)(=O)c3ccccc3F)ccc2s1

# Next section
KCNQ2 inh | CHT block | molecule
i | i | O=C(NCc1ccccn1)c1cc(-c2ccccc2Cl)on1
i | i | COc1ccc(CC(=O)NC(=S)NNC(=O)COc2c(C)cccc2C)cc1
i | i | Cc1c(N=Cc2c(O)n(C3CCCCC3)c(=O)[nH]c2=O)c(=O)n(-c2ccccc2)n1C
i | i | COc1ccc(/C=N/NC(=O)c2c([N+](=O)[O-])c(C)nn2C)cc1
i | i | Cc1cc2c(cc1C)N(Cc1ccccc1)C1=NCCCN12
i | i | O=C(Nc1nccs1)c1cc(S(=O)(=O)N2CCCCC2)ccc1Cl
